# Screening data: PubChem, Broad Institute
# PvdQ inh – blocks Pseudomonas aeruginosa PvdQ acylase activity; inhibition, % at 10 µM; purified PvdQ acylase, fluorescence plate reader; hit rate 0.063% among 340,000; AID 488965; in the data active means inhibition above about 30%, passing the limit was not always enough;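 further: 0% = vehicle neutral wells and 100% = reference inhibitor wells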
# CAL PDZ FP-1 – blocks peptide binding to human CAL PDZ domain; Q9HD26; purified CAL PDZ, TMR-peptide fluorescence polarization, 1 h; inhibition, % at 20 µM; hit rate 0.02% among 330,000; AID 504414;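 active means highest replicate inhibition of at least 40%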;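 further: plate controls were DMSO neutral control wells for no effect and unlabeled competitor peptide control wells for full effect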
#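 Read-out basis: mP drop reported as inhibition | Assay system: Tagged CAL PDZ protein CerCALP, purified | Benchmarks: Unlabelled peptide for full inhibition, DMSO wells as neutral | Schedule: 1 h incubation at room temperature before polarization reading | Buffer or medium: Sodium phosphate/NaCl buffer pH 7.4 with TCEP, IgG, Thesit | Doses: Single point, 20 µM | Measured by: Fluorescence polarization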
# MITF act – increases MITF-driven TRPM1 promoter luciferase signal | hit rate 0.75% among 300,000 | SK-MEL-5 TRPM1-promoter luciferase, 24 h; % of positive control, neutral wells = 0 | activation, % at 12.5 µM;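 active means mean activation of at least 80% with every replicate also reaching 80%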;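 further: 0% = neutral control wells and 100% = parthenolide positive control wells; values of inactives mirror those of a sister screen read the other way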
# CAL PDZ FP-2 – inhibitors of human CAL PDZ peptide binding; hit rate 0.92% among 300,000; purified CAL PDZ, TMR-peptide fluorescence polarization, 1 h; AID 602252; Q9HD26; inhibition, % at 24.9 µM;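 active means mean inhibition of at least 30% with at least half of replicates also reaching 30%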;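 further: 0% = DMSO neutral control and 100% = excess unlabeled competitor peptide PRC23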
# PfHsp90 yeast 2 – reduces growth (ATP signal) of yeast expressing P. falciparum Hsp90 | S. cerevisiae expressing PfHsp90, BacTiter-Glo ATP, 48 h; yeast lacking PDR1 and PDR3 efflux regulators | inhibition, % at 9.4 µM | AID 504621 | hit rate 0.32% among 310,000;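 active means every replicate shows inhibition above about 80%, whatever the replicate mean, limit read from the data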;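 further: 0% = DMSO neutral controls and 100% = 20 µM radicicol positive controls; yeast relying on Plasmodium falciparum Hsp90 in place of its own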
# SR-BI DiI-HDL act – enhances SR-BI lipid uptake from DiI-HDL. CHO ldlA[mSR-BI] cells, DiI-HDL uptake fluorescence, 3 h; 100 = double the neutral-control signal. activation, % at 12.5 µM. hit rate 0.096% among 320,000. AID 504775;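 active means mean replicate activation of at least 60% and every replicate at or above 60%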;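 further: 0% = median plate neutral-control signal and 100% = twice that signal; values of inactives mirror those of a sister screen read the other way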
#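 Assay system: LDL receptor-deficient CHO ldlA cells overexpressing murine SR-BI / Medium: BSA-supplemented, HEPES-buffered Ham's F12, pH 7.4 / Probe or stimulus: DiI-labelled HDL at 10 µg/mL final / Timing: compound with DiI-HDL co-incubation, 3 h at 37 °C / Technique: bottom-read cell fluorescence after medium removal, ex 550/em 595 nm / Measure: HDL uptake via cellular fluorescence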
# NSD2 HMT inh – inhibitors of human histone methyltransferase NSD2; O96028; NSD2 peptide methylation, AlphaScreen, 120 min; inhibition, % at 12.5 µM; hit rate 0.54% among 310,000; AID 743445; in the data active means inhibition above about 50%
# SR-BI HDL uptake – mouse SR-BI HDL lipid transfer inhibition | Q61009 | ldlA[mSR-BI] CHO cells, DiI-HDL uptake fluorescence, 3 h | inhibition, % at 12.5 µM | hit rate 0.96% among 320,000;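 active means mean replicate inhibition of at least 70% and a set share of replicates each scoring 70 or more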;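 further: 0% = median of neutral control wells and 100% = median of positive control wells; values of inactives mirror those of a sister screen read the other way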
# dFosB activator – activators of mouse delta FosB homodimer. P13346. purified delta FosB, TAMRA-CDK5 oligo fluorescence polarization; percent of positive-control signal above neutral wells. activation, % at 25 µM. hit rate 0.99% among 340,000. AID 493131;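 active means mean activation above about 17%, with every replicate also reaching it, limit read from the data, passing the limit was not always enough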;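 further: fluorescence polarization rise as delta FosB binds a TAMRA Cdk5 AP-1 oligo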
# Target sequence (P13346 whole entry, looked up): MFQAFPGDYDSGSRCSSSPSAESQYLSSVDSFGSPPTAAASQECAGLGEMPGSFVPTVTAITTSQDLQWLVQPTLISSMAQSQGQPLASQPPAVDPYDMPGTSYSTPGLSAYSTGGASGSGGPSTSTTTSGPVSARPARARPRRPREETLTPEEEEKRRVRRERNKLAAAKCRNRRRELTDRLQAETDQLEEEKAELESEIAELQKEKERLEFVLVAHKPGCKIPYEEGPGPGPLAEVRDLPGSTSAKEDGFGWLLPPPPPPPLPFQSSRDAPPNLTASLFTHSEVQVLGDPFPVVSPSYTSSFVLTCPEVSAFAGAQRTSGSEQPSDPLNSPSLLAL
# Rtt109 Vps75 – blocks Candida albicans Rtt109/Vps75 acetyltransferase activity; Q5AAJ8; inhibition, % at 34.9 µM; purified Rtt109/Vps75, ThioGlo CoA-SH fluorescence, 4 h; AID 540336; hit rate 0.16% among 330,000;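 active means inhibition of at least 50% in every replicate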
# Target sequence (Q5AAJ8 whole entry, looked up): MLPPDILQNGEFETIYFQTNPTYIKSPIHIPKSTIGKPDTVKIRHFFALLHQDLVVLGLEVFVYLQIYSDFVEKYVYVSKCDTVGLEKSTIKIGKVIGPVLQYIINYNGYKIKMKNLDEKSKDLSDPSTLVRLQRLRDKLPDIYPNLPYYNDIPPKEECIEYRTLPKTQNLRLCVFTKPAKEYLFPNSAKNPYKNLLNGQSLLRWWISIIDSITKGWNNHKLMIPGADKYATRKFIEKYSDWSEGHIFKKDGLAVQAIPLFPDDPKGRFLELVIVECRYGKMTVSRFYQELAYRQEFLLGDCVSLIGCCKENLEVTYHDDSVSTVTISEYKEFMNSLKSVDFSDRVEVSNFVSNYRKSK
# * marks the source's active call; other numbers are inactive results; · = not tested or not shown.
SMILES,PvdQ inh,CAL PDZ FP-1,MITF act,CAL PDZ FP-2,PfHsp90 yeast 2,SR-BI DiI-HDL act,NSD2 HMT inh,SR-BI HDL uptake,dFosB activator,Rtt109 Vps75
O=C(NCCNc1ccc([N+](=O)[O-])cc1)c1ccccc1Br,7.8,-1.8,-9.6,0.2,-17.7,-24.0,4.8,24.0,-1.4,·
O=C(N/N=C/c1ccccn1)c1cccc(S(=O)(=O)N2CCCC2)c1,5.2,-2.6,5.3,-3.0,8.3,·,-37.4,·,-4.7,4.3
C=CCn1c(SCC(=O)Nc2cc(C)on2)nnc1C1COc2ccccc2O1 (configuration not stated),-12.7,-2.1,3.2,-0.5,·,1.4,2.2,-1.4,-15.8,-6.9
CC(=O)n1cc([C@H]2C=C(C(=O)N3CCN(Cc4ccc5c(c4)OCO5)CC3)O[C@@H](OCCCCO)C2)c2ccccc21,0.5,-0.9,-8.9,-4.3,6.5,-36.3,·,36.3,4.3,7.9
CNC(=S)N(Cc1ccc(OC)cc1)C1CC(=O)N(c2ccc(OC)cc2)C1=O (configuration not stated),0.2,-0.6,1.4,-1.5,2.1,1.7,-0.4,-1.7,-9.9,2.8
CCCCOc1ccc(C(C)NC(=O)CCS(=O)(=O)Cc2ccc(Cl)cc2)cc1 (configuration not stated),-18.2,2.4,-6.4,-5.4,-29.2,-36.3,-2.6,36.3,-11.7,-3.0
CS(=O)(=O)N1CCN(C(=O)Cc2ccc(Br)cc2)CC1,-13.3,1.0,4.8,0.0,29.9,23.8,-3.5,-23.8,0.1,-1.7
COc1ccc(C2C(C(=O)c3sc(C)nc3C)=C(O)C(=O)N2CCCn2ccnc2)cc1 (configuration not stated),-3.2,-0.8,7.7,-3.1,-40.4,·,-18.0,·,-11.1,-0.9
COc1ccc(C2(C)NC(=O)N(CC(=O)NCc3ccccc3F)C2=O)cc1 (configuration not stated),5.4,-1.3,7.6,-1.3,-9.5,·,-0.6,·,2.8,6.5
Cc1ccc(S(=O)(=O)c2cc3ccc(O)cc3oc2=O)cc1C,-7.0,-0.5,2.6,0.8,6.8,8.3,-8.2,-8.3,-0.8,-11.6
CC(CCc1ccccc1)NCC(O)COc1ccccc1 (configuration not stated),-7.7,0.4,2.9,-5.0,12.2,-1.6,8.4,1.6,-2.1,·
Cc1nnc2sc(-c3ccc(NC(=O)c4ccc(-c5ccc(Cl)cc5Cl)o4)cc3)nn12,-7.5,-1.0,·,-0.8,·,-32.1,·,32.1,14.6,-6.5
CCOc1ccccc1N1CCN(C(=O)c2ccc(-c3ccc(OC(C)=O)cc3)cc2)CC1,1.2,0.3,-11.4,-2.5,-20.7,3.1,0.1,-3.1,-24.9,-2.9
Cc1ccc2cc(CCNC(=O)c3ccc(S(=O)(=O)N4CCOCC4)cc3)c(=O)[nH]c2c1C,-11.2,-1.2,1.1,·,6.0,·,1.6,-3.2,-6.5,-1.3
COc1ccccc1C1C(C#N)=C(N)N(N(C)C)C2=C1C(=O)CC(C)(C)C2 (configuration not stated),5.4,-0.7,-3.6,4.5,-11.5,5.9,-3.5,-5.9,4.4,1.8
c1ccc(C2Nc3ccccc3Oc3ccccc32)cc1 (configuration not stated),8.0,23.7,2.0,-0.2,-36.1,7.4,·,-7.4,-2.6,-1.2
O=S(=O)(c1ccccc1)n1cc(-c2ccccn2)c(N2CCOCC2)n1,-2.5,-1.3,-10.8,-1.9,·,12.8,-5.0,-12.8,-1.2,-2.9
CCOC(=O)c1[nH]c(C)c(C(=O)Nc2ccc3c(c2)OCCO3)c1C,-8.0,0.4,-32.8,5.3,12.3,-8.5,-1.8,8.5,-1.7,11.3
CC(C)OC(=O)CSc1ncnc2c1cnn2-c1ccccc1,-1.1,-2.2,21.7,-2.1,·,-12.2,-1.4,12.2,-4.5,·
Cc1n[nH]c(=O)c2c(NC(=O)CSc3nn(-c4ccc(F)cc4)c(=S)s3)oc(C)c12,-21.4,-1.4,1.3,-5.3,9.8,-3.0,4.3,3.0,-5.7,-2.1
Cc1ccc(SCc2cn3cc(Cl)ccc3n2)cc1,-13.9,-2.2,·,-3.5,-33.0,-7.6,-0.6,7.6,-1.1,3.3
COc1ccc(NC(=S)N(CCCOC(C)C)C2CCN(C(C)=O)CC2)cc1Cl,-17.9,-0.1,1.4,1.0,-0.7,13.3,-2.8,-13.3,-8.6,8.2
O=C(NCC(c1cccs1)N1CCOCC1)c1ccc(Cl)nc1 (configuration not stated),-10.3,0.6,-8.6,·,-9.2,-4.0,-2.6,4.0,2.6,-0.9
CCN(CC)S(=O)(=O)c1ccc(NCc2ccccn2)nc1,-2.4,0.1,1.3,-2.9,12.9,-13.5,-1.3,13.5,5.0,3.5
COc1ccc(/C=N/OCC(=O)N(Cc2ccc(OC)cc2)c2ccccc2C(=O)O)cc1,-1.5,-3.1,-7.1,-4.9,-4.3,-0.7,0.5,0.7,-1.6,·
SMILES,PvdQ inh,CAL PDZ FP-1,MITF act,CAL PDZ FP-2,PfHsp90 yeast 2,SR-BI DiI-HDL act,NSD2 HMT inh,SR-BI HDL uptake,dFosB activator,Rtt109 Vps75
Cc1nc(S(=O)(=O)N(C)Cc2ccccc2)c(C#N)c(C)c1Cl,5.5,-2.9,-8.6,-1.6,-24.3,18.9,0.3,-18.9,-0.4,7.9
COc1ccc(CNCCC(c2ccc(OC)cc2)c2ccccc2OC)cc1 (configuration not stated),-16.8,-2.5,-18.9,-3.6,-12.2,-5.1,6.0,5.1,-0.8,1.9
Cc1ccc(OCCNC(=O)CNC(=O)c2ccc(C)cc2)cc1,-13.6,-5.0,-5.8,·,18.7,-0.1,·,0.1,-10.9,-0.3
Cc1cccc(NC(=O)CN2CCN(C(=O)CN3C(=O)NC4(CC(C)CC(C)(C)C4)C3=O)CC2)c1C (configuration not stated),-11.6,-0.1,-8.7,-4.4,·,-10.2,2.2,10.2,-18.9,2.3
Cc1ccc(C(=O)N2CCC(C(=O)NC3CCCC3)CC2)cc1,-7.5,-1.6,-0.7,4.0,-3.1,20.5,1.9,-20.5,4.3,-0.9
COc1ccc([C@H]2CC(=O)C=C(c3ccccc3C(F)(F)F)C2)cc1,7.1,-1.3,17.3,-4.2,·,1.6,·,-1.6,-0.9,9.9
CCCN1C(=O)C2C(C(=O)Nc3cccc(OC)c3)C3C=CC2(O3)C1C(=O)NC1CCCCC1 (configuration not stated),-15.6,·,-3.1,-2.6,13.0,-1.5,-1.7,1.5,-7.3,1.5
CCOc1nc(Nc2ccc(OC)cc2)nc(OCC)n1,18.1,·,1.8,-1.4,-3.6,-6.1,16.5,6.1,-4.6,19.4
CCn1c(-c2ccccc2)c(C(=O)CCl)c2ccccc21,-5.8,-3.0,-71.0,-2.2,23.1,16.2,0.4,-16.2,-9.7,2.5
O=C(Cn1nc(C(F)(F)F)c2c1CCC2)NC1CCCCC1,-7.3,-1.2,·,-1.1,-25.1,-23.6,-2.3,23.6,-1.9,-4.2
CCOc1ccc(NC(=O)c2cc3c(=O)n(C)c4ccccc4c3n2C)cc1,-2.1,-0.2,11.2,-1.1,-0.9,9.9,·,-9.9,-5.5,-15.0
CC(C)n1c2ccccc2c2cc([N+](=O)[O-])ccc21,-5.2,-0.3,-7.6,-3.0,2.7,-10.9,-0.1,10.9,6.1,-0.9
CCS(=O)(=O)N1CCN(c2ccccc2)CC1,3.2,1.8,13.1,-1.8,6.9,11.4,·,-11.4,-2.7,4.4
O=C(Nc1ccc(Oc2cccc(C(F)(F)F)c2)nc1)c1ccco1,-16.5,0.2,6.4,-0.4,12.0,-22.6,-0.9,22.6,0.5,-7.9
COCCCn1c(SCC(=O)Nc2cccc(C(=O)OC)c2)nnc1-c1ccncc1,-15.1,-2.6,·,-2.9,2.1,·,-3.5,·,-6.9,-3.2
CCOC(=O)C1=C(N)N(c2ccccc2)C(=O)C1,-8.5,0.4,1.0,·,10.6,14.2,·,-14.2,3.4,-21.4
COc1ccc(-c2[nH]ncc2CN(C)Cc2cccnc2)c(OC)c1,-11.4,-2.0,6.4,1.3,·,11.3,-2.9,-11.3,0.6,-1.4
CN1C(=O)CC(N2CCN(c3ccc(Cl)cc3)CC2)C1=O (configuration not stated),-12.3,-0.4,-2.7,-3.4,2.3,44.6,·,-44.6,10.4,-0.4
COC(=O)C1(S(=O)(=O)c2ccc(C)cc2)CCOCC1,5.5,-0.6,-6.7,1.8,-11.6,18.8,-1.6,-18.8,4.6,-4.3
CC(=O)C1=C(C)NC(=O)NC1/C=C/c1ccccc1 (configuration not stated),9.2,-0.1,-0.3,·,26.7,6.1,-7.4,-6.1,-1.9,12.1
CC1SCC(=O)N(CC(=O)Nc2ccc3c(c2)OCCO3)C1=O (configuration not stated),-5.9,-1.9,4.5,4.0,-12.4,15.0,-2.6,-15.0,2.7,3.6
CCOC(=O)C1=C(CSc2nc(CC)c(C)cc2C#N)OC(N)=C(C#N)C1c1ccc(OC)cc1 (configuration not stated),-10.0,·,·,-12.1,·,-37.7,·,37.7,-11.1,-8.5
CCn1c(C)c(CCC(=O)O)c(=O)n2nc(-c3ccccc3OC)cc12,-7.4,·,-1.1,1.2,18.0,-8.9,-4.7,8.9,-1.1,10.3
Cc1cc(C)c(C(=O)/C=C/c2cccs2)c(=O)[nH]1,-7.2,-0.4,-2.0,·,-17.9,1.3,3.8,-1.3,-6.1,1.4
CCOC(=O)CC1C(=O)NCCN1C(=O)Nc1ccccc1 (configuration not stated),-6.9,-0.5,-8.5,-0.7,33.9,16.6,-1.6,-16.6,7.5,-2.0
Cc1sc2nc(CN3CCOCC3)nc(NS(=O)(=O)c3cc(Cl)ccc3Cl)c2c1C,-11.9,-1.8,-3.9,-3.3,0.0,4.5,1.1,-4.5,-4.8,0.2
COCCN(C(=O)COC(=O)/C=C/c1ccc2ccccc2n1)c1c(N)n(Cc2ccccc2)c(=O)[nH]c1=O,-15.5,-4.4,-31.5,42.9*,7.4,-22.7,-1.3,22.7,9.9,-7.3

# Quoted at random: three entries already listed.
SMILES,PvdQ inh,CAL PDZ FP-1,MITF act,CAL PDZ FP-2,PfHsp90 yeast 2,SR-BI DiI-HDL act,NSD2 HMT inh,SR-BI HDL uptake,dFosB activator,Rtt109 Vps75
CCOC(=O)C1=C(CSc2nc(CC)c(C)cc2C#N)OC(N)=C(C#N)C1c1ccc(OC)cc1 (configuration not stated),-10.0,·,·,-12.1,·,-37.7,·,37.7,-11.1,-8.5
CCCN1C(=O)C2C(C(=O)Nc3cccc(OC)c3)C3C=CC2(O3)C1C(=O)NC1CCCCC1 (configuration not stated),-15.6,·,-3.1,-2.6,13.0,-1.5,-1.7,1.5,-7.3,1.5
Cc1nc(S(=O)(=O)N(C)Cc2ccccc2)c(C#N)c(C)c1Cl,5.5,-2.9,-8.6,-1.6,-24.3,18.9,0.3,-18.9,-0.4,7.9
